Bioassay records as filed in PubChem.
Pf growth 96h = P. falciparum growth inhibition at 96 hour, primary screen for plastid delayed-death inhibitors | P. falciparum luciferase reporter growth, 96 h | 320,000 compounds, 6.9% hits | Potency, µM (highest dose often 28.7 µM), without a hit: at the top dose activity change, negative = inhibition, hits mostly inhibitors; further: potency means the concentration at half of the fitted maximal effect; on the % scale 0 is the no-effect control and ±100 the full control effect
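Cell-based qHTS: luciferase-tagged P. falciparum in erythrocytes (2% hematocrit, 0.05% parasitemia final) incubated with compounds for 96 hours, 37 C, 5% CO2; luciferase detection reagent then added and luminescence measured.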
Pf growth 48h = P. falciparum growth inhibition at 48 hours (one generation); P. falciparum luciferase growth in erythrocytes, 48 h; Potency, µM (top dose mostly 28.7 µM), for inactives: at the highest dose activity change, negative = inhibition, actives largely listed as inhibitors; 310,000 compounds, 5.9% hits; AID 504832; further: potency means the concentration at half of the fitted maximal effect; on the % scale 0 is the no-effect control and ±100 the full control effect
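Luciferase-expressing parasites in RBCs, 2% Hct / 0.1% parasitemia final; RPMI 1640 + 0.5% Albumax; 37 C, 5% CO2, one generation; luminescence read-out, lower signal = inhibition.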
FBPA Giardia inh = blocks Giardia fructose-bisphosphate aldolase activity. A8B2U2. purified Giardia FBPA. Potency, µM (doses to about 59.6 µM), for inactives: at the top dose activity, negative = inhibition, actives largely listed as inhibitors. 290,000 compounds, 0.71% hits; further: potency means the concentration at half of the fitted maximal effect; on the % scale 0 is the no-effect control and ±100 the full control effect; nearly all actives have a fitted effect of over 55% in size
Target sequence (A8B2U2 whole entry, looked up): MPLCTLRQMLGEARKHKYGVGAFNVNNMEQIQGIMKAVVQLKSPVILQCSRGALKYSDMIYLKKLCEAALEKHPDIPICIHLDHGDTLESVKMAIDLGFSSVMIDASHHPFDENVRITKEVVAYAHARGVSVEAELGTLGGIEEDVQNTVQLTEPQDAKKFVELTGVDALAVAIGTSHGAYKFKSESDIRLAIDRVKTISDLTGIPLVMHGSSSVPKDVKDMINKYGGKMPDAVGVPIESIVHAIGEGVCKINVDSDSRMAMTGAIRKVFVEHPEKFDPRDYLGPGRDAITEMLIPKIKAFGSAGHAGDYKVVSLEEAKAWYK
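Giardia FBPA (40 nM reagent) was preincubated 10 min at RT with compound (up to 57.5 uM final), then substrate plus GAPDH/TPI/NAD/arsenate coupling system with diaphorase/resazurin was added; resorufin fluorescence (525/598 nm) was read after 20 min.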
Sm TGR block = inhibitors of Schistosoma mansoni thioredoxin glutathione reductase | Q962Y6 | purified TGR, DTNB reduction, TNB absorbance 405 nm | Potency, µM (highest dose often 114 µM), without a hit: top-dose activity change, negative = inhibition, hits mostly inhibitors | 360,000 compounds, 3% hits | AID 485364; further: potency means the concentration at half of the fitted maximal effect; on the % scale 0 is the no-effect control and ±100 the full control effect; nearly all actives have a fitted effect of over 60% in size
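Kinetic colorimetric format: TGR-catalysed, NADPH-driven DTNB reduction monitored via TNB absorbance. Enzyme dispensed at 20 nM; compound exposure 15 min at room temperature before reaction start.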
CHX counter = affects cycloheximide protein synthesis inhibition readout, counter-screen; 300,000 compounds, 12% hits; max response, %; cell reporter, cycloheximide protein synthesis inhibition counterscreen; in the data active means max response mostly above about 13%, no sharp cut-off; inactive means mostly below about 14%; further: read at 38.3 µM for the half of the compounds with a filed dose; 0% is about no effect
Shiga toxin inh = inhibitors of Shiga toxin in Vero cells | Vero cells, Shiga toxin protein synthesis inhibition reporter | inhibition, % at 38.7 µM | 290,000 compounds, 9.2% hits | AID 2315; in the data active means inhibition mostly above about 28%, no sharp cut-off; inactive means mostly below about 43%; further: 0% is about no effect
* = called active by the depositor; ? = inconclusive; . = not tested or not shown; [ ] = dose if it differs, or a comment. Unless noted, the call rests on the fitted dose curve; in most records, active means well fitted curve in the direction sought with a large enough effect; inconclusive means small, poorly fitted or top-dose-only effect, or another doubt; inactive means no such curve, though single readings can be large; an effect the other way counts as inactive or inconclusive.

The line under a structure holds: Pf growth 96h	Pf growth 48h	FBPA Giardia inh	Sm TGR block	CHX counter	Shiga toxin inh
1: CCC(C)C(N=C1NS(=O)(=O)c2ccccc21)C(=O)N1CCC(C)CC1 (stereo unspecified)
  81%[activator]	-15%	.	-11%	.	.
2: COc1cc(OC)nc(/N=C/N(C)C)n1
  -17%	24%	2%	16%	-2	-8
3: O=C(COC(=O)C1(c2ccc(Cl)cc2)CCCC1)N1CCc2ccccc21
  ?	?	0%	-2%	-7	-12
4: CCN(CCCNC(=O)CCCOc1cc(=O)n(C)c2ccccc12)Cc1ccccc1
  ?	-21%	3%	9%	5	26
5: Cc1cc(=O)[nH]c(SCC(=O)Nc2nonc2C)n1
  0%	14%	-25%	9%	-2	1
6: CC(=O)c1cc2c(C)c(C(=O)c3ccccc3)oc2cc1O
  339%[activator]	222%[activator]	7%	-5%	45*	79*
7: O=C(/C=C/c1ccc(Cl)cc1)NC(=S)Nc1ccc(C(=O)O)cc1
  -9%	.	-1%	10µM*	-2	-6
8: O=C(NCN1C(=O)C2C3C=CC(C3)C2C1=O)Nc1nncs1 (stereo unspecified)
  6%	2%	1%	0%	-3	-3
9: Cc1cccc(/C=N/NC(=O)Cn2nc(C)cc2C)n1
  10%	24%	-19%	-17%	-4	12
10: Cc1ccc(C(=O)O/N=C(\N)c2ccc(Br)cc2)cc1
  13%	.	1%	-26%	33*	60*
11: O=C(CN1CCN(c2ccccn2)CC1)Nc1cccc(S(=O)(=O)N2CCCC2)c1
  ?	?	0%	-4%	-2	22
12: COc1ccc(C)cc1NC(=O)C1CCN(S(=O)(=O)c2ccc3c(c2)NC(=O)CO3)CC1
  54%	-25%	.	-3%	-7	2
13: CC(=O)Nc1nc(SCc2ccc(Cl)cc2Cl)n[nH]1
  ?	-3%	3%	5%	8	-15
14: CCC1(C)CC(c2nc(-c3ccc(OC)cc3)cs2)CCS1 (stereo unspecified)
  6%	-12%	-9%	?	1	-6
15: Cc1ccccc1NC(=O)Cc1nc(COC(=O)c2cc([N+](=O)[O-])ccc2NCCO)cs1
  ?	?	.	1%	.	.

Reprinted from the part before: 2 compounds, followed by the next part.
The line under a structure holds: Pf growth 96h	Pf growth 48h	FBPA Giardia inh	Sm TGR block	CHX counter	Shiga toxin inh
14: CCC1(C)CC(c2nc(-c3ccc(OC)cc3)cs2)CCS1 (stereo unspecified)
  6%	-12%	-9%	?	1	-6
15: Cc1ccccc1NC(=O)Cc1nc(COC(=O)c2cc([N+](=O)[O-])ccc2NCCO)cs1
  ?	?	.	1%	.	.
16: O=C(c1nn(-c2ccccc2)c(=O)c2ccccc12)N1CCN(c2ccccn2)CC1
  ?	-15%	-2%	2%	-4	-6
17: Cc1cccc(C(=O)NC2=NCCS2)c1
  29%	146%[activator]	-3%	9%	35*	56*
18: c1ccc(-n2nnnc2SCCCSc2nc3ccccc3s2)cc1
  4.1µM*	.	-2%	1%[11.4 µM]	1	-9
19: COc1ccc(CCC(C)Nc2cccc(F)c2)cc1 (stereo unspecified)
  ?	?	?	2%	18*	13
20: O=C(Cn1nc(-c2ccc(Cl)cc2)ccc1=O)N1CCC2(CC1)OCCO2
  -8%	12%	6%	1%	10	-14
21: COc1ccccc1N1CCN(C(=O)c2sc3nc(C)nc(N4CCN(c5ccccn5)CC4)c3c2C)CC1
  33%[activator]	?	-4%	-35%	-4	-16
22: COc1ccc(CCN=Cc2c(C)[nH]n(-c3ccc([N+](=O)[O-])cc3)c2=O)cc1OC
  -78%	-2%	4%	-4%	1	2
23: NC(=O)CSc1nc2ccccc2c(=O)n1Cc1ccco1
  ?	-8%	-1%	-29%	-4	1
24: Cc1cc(Cn2nc(-c3ccccc3)cc2C(=O)NCc2cccc(C(F)(F)F)c2)on1
  ?	?	.	-3%	.	.
25: COc1ccc(Cl)cc1C(=O)n1nc(C)cc1C
  -8%	9%	-1%	0%	14	-3
26: CCCCC(=O)Nc1cc(OCC)c(NC(=S)NC)cc1OCC
  -23%	-3%	-22%	?	-5	22
27: CCCC(C)n1[nH]c(=O)c2c1NC(=O)CSC2c1ccc(OC)cc1 (stereo unspecified)
  .	3%	0%	-18%	-1	2
28: Cc1ccc2oc(C(=O)N3CCN(C)C[C@@H]3C(C)C)c(C)c2c1
  ?	3%	5%	-29%	22*	42*
29: COc1ccc(Oc2coc3cc(OC(=O)/C=C/c4ccccc4)ccc3c2=O)cc1
  -8%	18%	0%	-4%	-3	-6
30: COc1ccc(NC(=O)c2ccc(NC3=NC4CS(=O)(=O)CC4S3)cc2)cc1 (stereo unspecified)
  10µM*	10%	0%	-4%	-2	-4
31: CC(C)CN(C(=O)c1cccc(S(=O)(=O)N2CCN(c3ccc(F)cc3)CC2)c1)C1CCS(=O)(=O)C1 (stereo unspecified)
  -23%	-6%	.	-1%	.	.
32: Cc1ccc(Nc2nc(-c3cccnc3)cs2)cc1Cl
  -11%	13%	-2%	-2%	44*	78
33: CCOC(=O)CN1C(=O)/C(=C/c2cccc(Br)c2)Oc2ccccc21
  18%	?	-1%	-5%	-6	-12
34: O=S(=O)(c1ccc2oc3ccc(S(=O)(=O)N4CCCCC4)cc3c2c1)N1CCCCC1
  ?	?	-5%	-27%	-3	-13
35: Cc1ccc2c(c1)c1ncnc(N3CCC4(CC3)OCCO4)c1n2C
  1%[5.75 µM]	56%[activator]	-2%	0%	33*	64*
36: O=c1[nH]c(CSc2nc(-c3ccc(F)cc3)cs2)nc2ccccc12
  -9%	-5%	4%	4%	-3	-10
37: CC1(C)CC(NC(=O)c2c(N)no[n+]2[O-])CC(C)(C)N1
  24%	?	3%	3%	-2	-14
38: CCCCN(Cc1cc2cccc(C)c2[nH]c1=O)S(C)(=O)=O
  13%	-7%	7%	0%	1	-2
39: O=[N+]([O-])c1ncccc1OCc1ccc(-c2ccccc2)cc1
  3%	-2%	2%	29%	19*	41
40: Cc1ccnc(NC(=O)COc2ccc3c(c2)CCC3)c1
  68%[activator]	44%[activator]	.	-4%	.	.
41: COc1ccc(C2=CC(c3sccc3C)n3nnnc3N2)cc1 (stereo unspecified)
  52%[activator]	159%[activator]	-13%	35µM*	40*	109*
42: COc1cccc2cc(C(N)=O)/c(=N\NC(=O)c3ccccc3)oc12
  -24%	59%[activator]	-9%	2%	37*	97*
43: O=C(c1ccc(NC2=NC3CS(=O)(=O)CC3S2)cc1)N1CCN(c2ccccc2F)CC1 (stereo unspecified)
  ?	4%	-2%	7%	-3	-5
44: N/C(=N\OC(=O)C12CC3CC(CC(C3)C1)C2)c1cccnc1
  ?	?	5%	-9%	19*	17
45: C=CCCN(Cc1ccccc1)S(=O)(=O)c1cc(Br)ccc1Br
  0%	13µM*	.	-7%	.	.
46: CCCCNc1nc(N)nc(-c2cc(Cl)ccc2O)n1
  361%[activator]	224%[activator]	1%	-2%	74*	79*
47: COc1ccc(-c2ccc(SCC(=O)N3CC(=O)Nc4ccccc43)nn2)cc1
  -15%	-11%	-5%	28%	21*	35*
48: O=C(O)CCCC(=O)N1CCN(c2nc(-c3ccccc3)c3ccccc3n2)CC1
  ?	.	-2%	-9%	-6	-2
49: O=C1Nc2cc(C(=O)N3CCOCC3)ccc2SC1N1CCOCC1 (stereo unspecified)
  ?	17%	1%	3%	5	-5
50: Cc1cc(C)n(C(C)CC(=O)Nc2ccc3c(c2)OCO3)n1 (stereo unspecified)
  103%[activator]	28%	-3%	-9%	24*	10
51: COc1ccc(-c2sc3cc4c(cc3c2C#CCO)OCO4)cc1
  ?	-1%	.	-26%	.	.
52: O=S(=O)(Nc1nc2cc3c(cc2nc1Cl)OCCO3)c1ccccc1
  16%	15µM*	?	-20%	-2	-3
53: CC(C)CN(CC(C)C)C(=O)COc1ccccc1C(N)=O
  10%	29%	5%	1%	-2	-12
54: O=C(NC1CCCCCC1)C1CCCN(S(=O)(=O)c2cccs2)C1 (stereo unspecified)
  0%	?	1%	-22%	1	3
55: COC(=O)c1ccccc1NC(=O)Nc1ccc(Br)cn1
  28%	66%[activator]	7%	.	10	34
56: CC(C)(Cl)[N+](=O)[O-]
  -9%	18%	.	-13%	.	.
57: CCCn1cnc2cc(NCc3ccccn3)ccc21
  -11%	.	?	-10%	37*	85*
58: CCCCOc1ccc(N(CC(=O)NCCOC)C(=O)CCC(=O)Nc2ccccn2)cc1
  ?	5%	10%	0%	-2	-5
59: O=C1c2ccccc2C(Nc2ccc3c(c2)OCCO3)N1Cc1ccccc1 (stereo unspecified)
  39%[activator]	.	-12%	-17%	2	5
60: CC(C)Cn1c(SC(C)C(=O)NC2CC2)nnc1-c1ccccc1F (stereo unspecified)
  ?	?	.	4%	.	.
61: CCN1C(=O)[C@@H]2[C@@H](c3ccc(SC4CCCCC4)c(OC)c3)N3CCC[C@@]3(C(=O)OC)[C@@H]2C1=O
  ?	8.3µM*	.	-12%	.	.
62: Cc1cc(C(=O)OCC(=O)Nc2ccccc2C)c(C)o1
  -8%	-7%	.	-8%	.	.
63: COc1ccc(S(=O)(=O)NNC(=O)c2sccc2-n2cccc2)cc1
  95%	22%	5%	0%	-1	11
64: CCCCn1c(N)c(N(CCOC)C(=O)C2CC(=O)N(Cc3ccc(C)cc3)C2)c(=O)[nH]c1=O (stereo unspecified)
  -5%	9%	.	-1%	.	.
65: O=C(COc1ccccc1[N+](=O)[O-])NC1CC1
  -5%	6%	2%	-8%	1	19
66: COc1cc(C(=O)N2CCN(C3CCCCC3)CC2)cc(OC)c1OC
  33%[activator]	6%	?	-13%	-1	-6
67: COc1ccc(NC(=O)CN(C2CCCCC2)S(C)(=O)=O)cc1Cl
  32%	.	-1%	0%	-6	-18
68: CN1CCN2c3ccccc3CC3(C(=O)N(C)C(=O)N(C)C3=O)C2C1 (stereo unspecified)
  31%[activator]	28%	1%	-5%	-2	-17
69: O=c1c2[nH]c3cccc(Cl)c3c2ncn1Cc1ccncc1
  -2%[5.75 µM]	12%	0%	-20%	-4	-23
70: CC(=O)NCc1ccc(S(=O)(=O)N/N=C/c2ccc(Br)cc2)cc1
  67%[activator]	32%[activator]	9%	-12%	-1	-10
71: O=C(CCCNS(=O)(=O)c1cccc2nsnc12)NCc1ccc(Cl)cc1
  287%[activator]	?	1%	1%	-3	-10
72: Nc1ncc2c(n1)CCN(c1ccc([N+](=O)[O-])cc1)C2
  -17%	?	-1%	-6%	-7	-4
73: COc1ccc(CC(=O)NNC2=Nc3cccc4cccc2c34)cc1OC
  2%	9%	5%	-4%	-1	-16
74: O=C(CCc1nnc(-c2ccc3c(c2)OCO3)o1)NCCc1ccccc1F
  18%	14%	9%	-1%	15	12
75: COc1ccc(/C=C2\Sc3ccc(C(=O)NCCN4CCCCCC4)cc3N(C)C2=O)cc1
  -4%	3.3µM*	-16%	-21%	1	-7

Further compounds
The line under a structure holds: Pf growth 96h	Pf growth 48h	FBPA Giardia inh	Sm TGR block	CHX counter	Shiga toxin inh
76: CC1CCC(NC(=O)CCCCn2c(=O)[nH]c3ccsc3c2=O)CC1 (stereo unspecified)
  ?	?	-6%	-2%	0	-10
77: Cc1cc(-c2ccccc2)n2ncc(C#N)c2n1
  -1%	.	-2%	7%	-6	-23
78: O=C(OCC1OC(n2cnc3c(N(C(=O)c4ccccc4)C(=O)c4ccccc4)ncnc32)C(O)C1F)c1ccccc1 (stereo unspecified)
  17%	-26%	-4%	12%	-1	-20
79: CN(Cc1c(C(=O)N/N=C/c2c(F)cccc2Cl)nnn1-c1nonc1N)c1ccccc1
  44%[activator]	19%	?	-9%	-3	-5
80: Cc1nc(SCC(=O)Nc2c(C)n(C)n(-c3ccccc3)c2=O)c(C#N)c(C)c1C
  -15%	0%	.	-10%	.	.
81: CCOc1ccc(NC(=O)COC(=O)Cn2cnnn2)cc1OCC
  ?	15%	1%	-9%	-1	-11
